# High-throughput results (PubChem)
# Gal4-VP16 FLuc – VP16 counterscreen qHTS for inhibitors of ROR gamma transcriptional activity; Drosophila S2 Gal4-VP16 UAS-luciferase, luminescence, 20 h; Potency, µM (doses to about 53.6 µM), without a hit: at the highest dose activity, negative = inhibition, usual class: inhibitors; 3.5% of 310,000 active;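 note: Gal4-VP16 expression switched on by copper sulfate through the metallothionein promoter; potency is the fitted concentration of half-maximal effect; % is set by controls: 0 for no effect and ±100 for the full control effect; nearly all actives have a fitted effect of over 50% in size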
# BRCA1 expr up – qHTS Assay to Identify Small Molecule Activators of BRCA1 Expression; 1.1% of 380,000 active; MCF7-BRCA1-FFLuc reporter, luminescence, 48 h; response scale: scaled: vehicle 0%, 10 µM genistein 100%; Potency, µM (top dose mostly 46.1 µM), without a hit: at the highest dose activation, hits mostly activators; AID 624202, 2012; note: potency is the fitted concentration of half-maximal effect; nearly all actives have a fitted effect of over 80% in size; some results filed as inactive show a strong effect at the top dose
#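 First, MCF7-BRCA1-FFLuc cells (2000/well) attach for 2 h; next, compounds are pin-added and incubated 48 h at 37 °C; finally, luciferase reagent is added and luminescence read after 15 min.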
# Menin-MLL TR inh – qHTS Assay for Inhibitors Targeting the Menin-MLL Interaction in MLL Related Leukemias: Competition With Texas Red Labeled MLL-derived Mutant Peptide; Potency, µM (top dose mostly 61.6 µM), inactives show at the highest dose FP activity change, negative = inhibition, usual class: inhibitors; AID 1768, 2009; Menin + Texas Red MLL mutant peptide, fluorescence polarization; 0.23% of 270,000 active; O00255; active = well fitted inhibition curve with a large enough effect in the polarisation, with a control signal flat, not every such curve was filed as active; inconclusive = small, poorly fitted or top-dose-only effect, or effect the other way, or a change in a side signal; inactive = no such curve, though single readings can be large or run the other way; the % refers to the polarisation; note: potency is the fitted concentration of half-maximal effect; % of control where 0% means no effect; many of its hits are not listed in these tables
# Target sequence (O00255 whole entry, looked up): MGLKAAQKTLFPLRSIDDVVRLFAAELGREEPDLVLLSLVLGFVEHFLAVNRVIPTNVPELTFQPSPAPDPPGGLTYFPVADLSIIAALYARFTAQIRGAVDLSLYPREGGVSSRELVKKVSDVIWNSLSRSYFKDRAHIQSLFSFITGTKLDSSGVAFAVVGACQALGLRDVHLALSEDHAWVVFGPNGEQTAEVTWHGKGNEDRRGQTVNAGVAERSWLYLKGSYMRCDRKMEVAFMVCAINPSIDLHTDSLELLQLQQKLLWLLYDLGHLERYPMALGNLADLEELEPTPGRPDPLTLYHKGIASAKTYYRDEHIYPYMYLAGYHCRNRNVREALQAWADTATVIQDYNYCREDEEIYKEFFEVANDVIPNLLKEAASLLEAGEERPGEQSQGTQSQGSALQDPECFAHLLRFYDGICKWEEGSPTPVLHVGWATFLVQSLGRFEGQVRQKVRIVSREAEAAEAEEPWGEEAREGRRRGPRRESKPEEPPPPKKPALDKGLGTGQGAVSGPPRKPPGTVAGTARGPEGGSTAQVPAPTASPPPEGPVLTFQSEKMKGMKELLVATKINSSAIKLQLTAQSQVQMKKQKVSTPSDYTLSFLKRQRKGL
# FLuc modulator – qHTS profiling assay for firefly luciferase inhibitor/activator using purifed enzyme and Km concentrations of substrates (counterscreen for miR-21 project); purified FLuc, Km substrates, luminescence inhibition; Luciferin 4-monooxygenase (Photinus pyralis), P08659; 6.9% of 360,000 active; AID 588342, 2011; Potency, µM (doses to about 57.5 µM), for inactives: at the top dose activity change, negative = inhibition, hits mostly inhibitors;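 note: potency is the fitted concentration of half-maximal effect; plate controls were vehicle for no effect and reference inhibitor for full effect; nearly all actives have a fitted effect of over 55% in size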
#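 Purified P. pyralis luciferase (10nM final) with 10uM D-luciferin and 10uM ATP (Km levels) in 50mM Tris acetate pH 7.5, 10mM Mg acetate, 0.01% Tween-20, 0.05% BSA; qHTS 6-point titration, ~60 µM downward; luminescence read.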
# p53 reactivation – qHTS assay for re-activators of p53 using a Luc reporter | Potency, µM (doses to about 92.2 µM), without a hit: at the highest dose activity change, positive = activation, usual class: activators | AID 504706, 2011 | 0.063% of 320,000 active | H1299 p53-A138V BP100-luciferase reporter, luminescence, 24 h; note: potency is the fitted concentration of half-maximal effect; % of control where 0% means no effect; nearly all actives have a fitted effect of over 45% in size
#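 H1299 (p53-null), stable ts p53-A138V + BP100-Luc; 1000 cells/well, Opti-MEM/10% FBS; cpd 4 pt, 1:5; 24 h, 37 deg C, 5% CO2; detection reagent 10 min RT; luminescence.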
# ELG1 genotox – qHTS screen for small molecules that induce genotoxicity in human embryonic kidney (HEK293T) cells expressing luciferase-tagged ELG1; HEK293T ELG1-luciferase reporter, luminescence, 16 h; Potency, µM (series often up to 46 µM), without a hit: at the top dose activity change, positive = activation, usual class: activators; 1.3% of 330,000 active; note: potency is the fitted concentration of half-maximal effect; % of control where 0% means no effect; nearly all actives have a fitted effect of over 60% in size
#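 Genotoxicity was scored as increased ELG1-luciferase reporter signal, measured by ONE-Glo luminescence (30 min, room temperature). Compound or vehicle exposure of the HEK293T reporter cells lasted 16 hr at 37°C.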
# Giardia killer – Small Molecules that selectively kill Giardia lamblia: qHTS; Giardia lamblia trophozoite viability; activity change, % at 7.66 µM, hits read low; 0.15% of 340,000 active; AID 540267, 2011; in the data active = activity change below about -80%; inconclusive = between about -30% and that limit;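 note: parasites exposed to compound for two days anaerobically before the ATP read; % is set by controls: 0 for no effect and ±100 for the full control effect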
#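 Trophozoites 100 cells/well + cpd; 48 hrs, 37 deg C, anaerobic. ATPLite 1-Step added, 15-30 min RT, luminescence read (ATP-based viability).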
# RORgamma inh – qHTS for inhibitors of ROR gamma transcriptional activity; Drosophila S2 Gal4-RORgamma UAS-luciferase reporter, 20 h; Potency, µM (top dose mostly 53.6 µM), for the others: at the highest dose activity change, negative = inhibition, most hits filed as inhibitors; 5.4% of 310,000 active; note: potency is the fitted concentration of half-maximal effect; % is set by controls: 0 for no effect and ±100 for the full control effect; nearly all actives have a fitted effect of over 60% in size
# Target sequence (P51450 whole entry, looked up, the tested form may be a part): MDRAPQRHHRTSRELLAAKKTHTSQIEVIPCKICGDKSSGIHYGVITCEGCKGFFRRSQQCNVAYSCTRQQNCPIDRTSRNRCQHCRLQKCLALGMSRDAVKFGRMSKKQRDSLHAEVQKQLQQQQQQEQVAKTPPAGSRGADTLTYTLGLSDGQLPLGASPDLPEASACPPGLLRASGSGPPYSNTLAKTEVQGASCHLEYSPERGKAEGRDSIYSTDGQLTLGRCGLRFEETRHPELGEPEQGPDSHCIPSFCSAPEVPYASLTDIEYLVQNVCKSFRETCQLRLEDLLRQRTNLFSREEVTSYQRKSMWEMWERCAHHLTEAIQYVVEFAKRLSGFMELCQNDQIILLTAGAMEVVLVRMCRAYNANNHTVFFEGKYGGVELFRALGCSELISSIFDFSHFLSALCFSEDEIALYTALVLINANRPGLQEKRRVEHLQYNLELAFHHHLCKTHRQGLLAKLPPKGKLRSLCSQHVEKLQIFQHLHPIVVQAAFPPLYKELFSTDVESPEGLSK
#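 Compounds are pin-transferred onto Drosophila Schneider cells expressing a copper-inducible Gal4–ROR gamma transactivation domain fusion. After 1 hr, copper sulfate is added to 700 uM final; luciferase is read 20 hr later.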
# Rab9 prom act – qHTS Assay for Rab9 Promoter Activators. Huh7 Rab9 promoter-luciferase reporter, luminescence, 24 h. Potency, µM (titrated, usually from 9.22 µM), inactives show top-dose activation, negative = inhibition, hits mostly activators. 2.8% of 320,000 active; note: potency is the fitted concentration of half-maximal effect; % of control where 0% means no effect; nearly all actives have a fitted effect of over 60% in size
#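 Cell-based reporter: Huh7 stable for Rab9 promoter-driven luciferase, plated in reduced-serum medium with 10% FBS at 1500 cells/well, compound-treated 24 h at 37 °C, luminescence read after 10 min reagent.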
# PKM2 activator – qHTS Assay for Activators of Human Muscle isoform 2 Pyruvate Kinase. purified PKM2, Kinase-Glo ATP luminescence, activation; response scale: 0% is enzyme alone, no compound. Pyruvate kinase PKM (Homo sapiens), P14618. 0.34% of 260,000 active. Potency, µM (series often up to 57.5 µM), inactives show top-dose activation, hits mostly activators; note: potency is the fitted concentration of half-maximal effect; % is set by controls: 0 for no effect and ±100 for the full control effect; nearly all actives have a fitted effect of over 55% in size
#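 Purified hPK-M2 (>95% pure) converted ADP (0.1 mM final) to ATP with 0.5 mM PEP in 50 mM imidazole pH7.2, KCl, MgCl2, Tween 20, BSA; 1 h at room temperature. ATP detected by Kinase-Glo luminescence.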
# NPC1 promoter act – qHTS Assay for NPC1 Promoter Activators; Huh7 NPC1 promoter luciferase reporter, 24 h; Potency, µM (series often up to 9.22 µM), for inactives: at the top dose activation, most hits filed as activators; 2.4% of 320,000 active;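 note: potency is the fitted concentration of half-maximal effect; % of control where 0% means no effect; nearly all actives have a fitted effect of over 60% in size; reporter is driven by a mutant NPC1 promoter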
#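 In 1536-well qHTS, Huh7 cells harboring an NPC1 promoter–luciferase construct received compound for 24 h; activation was quantified by luminescence following luciferase reagent addition.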
# Numbers without * were called inactive; ? = inconclusive; / = not tested or not shown; [ ] = another dose, or the depositor's remark. Unless noted, calls come from the whole dose curve; as a rule, active = well fitted curve in the direction sought with a large enough effect; inconclusive = small, poorly fitted or top-dose-only effect, or another doubt; inactive = no such curve, though single readings can be large; an effect the other way counts as inactive or inconclusive. A portion of the library. The share of hits here may be higher or lower than overall.
# Start of the listing, in advance (2 entries):
SMILES,Gal4-VP16 FLuc,BRCA1 expr up,Menin-MLL TR inh,FLuc modulator,p53 reactivation,ELG1 genotox,Giardia killer,RORgamma inh,Rab9 prom act,PKM2 activator,NPC1 promoter act
O=C(O/N=C\c1ccc(N2CCCCC2)c([N+](=O)[O-])c1)c1cccc(Cl)c1,-5%,32%,10%,-11%,-2%,-2%,4,-8%,-10%,-3%,0%
Nn1c(SCc2csc(-c3ccccc3)n2)nnc1-c1cccs1,8%,-9%,-10%,-1%,1%,-1%,-2,3%,-2%,-7%,-1%

# This part in full (from the top)
SMILES,Gal4-VP16 FLuc,BRCA1 expr up,Menin-MLL TR inh,FLuc modulator,p53 reactivation,ELG1 genotox,Giardia killer,RORgamma inh,Rab9 prom act,PKM2 activator,NPC1 promoter act
O=C(O/N=C\c1ccc(N2CCCCC2)c([N+](=O)[O-])c1)c1cccc(Cl)c1,-5%,32%,10%,-11%,-2%,-2%,4,-8%,-10%,-3%,0%
Nn1c(SCc2csc(-c3ccccc3)n2)nnc1-c1cccs1,8%,-9%,-10%,-1%,1%,-1%,-2,3%,-2%,-7%,-1%
Cc1ccc(NC(=O)CSc2nccn(-c3ccc4c(c3)OCCO4)c2=O)cc1,/,-6%,/,2%,16%,2%,9,/,-1%,/,-4%
CC(C)OC(=O)Cn1nc(C(c2ccccc2)c2ccccc2)oc1=O,-2%,3%,?,-1%,/,-6%,9,-8%[1.91 µM],-3%,5%,1%
Cc1ccc(CCC(=O)Nc2ccccc2F)s1,16%[10 µM],1%,5%,7.6µM*,14%,10µM*,3,8%,?,-15%,?
COc1ccc(CCNC(=O)C2CCN(C(=O)c3ccccc3)CC2)cc1,-3%,0%,8%,-2%,-12%,-4%,-17,9%,2%,-1%[11.5 µM],-2%
CN1CCN(CCC(=O)Nc2ccc(Br)cc2)CC1,0%,1%,-3%,1%,-3%,3%,-13,-7%,0%,0%,-1%
O=C(CCCn1c(=O)[nH]c2ccccc2c1=O)Nc1ccc(F)cc1,-15%,-5%,-12%,5%,7%,6%,-9,6%,-11%,3%,-3%
COc1cc(OC)cc(C(=O)NN(CCC#N)C2=NS(=O)(=O)c3ccccc32)c1,12%,-11%,0%,-1%,-2%,0%,1,-4%,-3%,/,1%
C=CCNc1oc(-c2cccc3ccccc23)nc1C#N,12%,90%,23%,?,3%,?,3,29%,-6%,3%,1%
CC1CCCCN1C(=S)NC(=O)c1cccs1 (centres undefined),2.8µM*,6%,/,5%,0%,-2%,-16,0.71µM*,-2%,2%,-6%
Cc1cccc(Oc2ncc(-c3ccc(Cl)cc3)cn2)c1,5%,17%,?,-6%,-2%,8%,9,15%,25%,1%,17%
COC(=O)C1CC(O)CN1C(=O)Nc1ccccc1 (centres undefined),1%,7%,13%,2%,3%,-3%,-20,19%,3%,5%,0%
Cn1c(=O)n(C)c2cc(NC(=O)c3ccccc3NS(C)(=O)=O)ccc21,3%,-3%,10%,27µM*,-2%,14%,-6,28%,6%,6%[11.5 µM],6%
Cc1cc(C)c2[nH]c(C)c(CN3CCCCCC3)c(=O)c2c1,-5%,-41%,-22%,-1%,-6%,0%,26,21%,-8%,/,-1%
Cc1oc(CC(C)C)c(CN2CCCC2)c1C(=O)O,-1%,0%,-7%,4%,2%,0%,-10,-12%,4%,-4%,-2%
COc1ccc(OC)c(NC(=S)Nc2ccccc2)c1,20µM*,-2%,8%,-18%,/,1%,-26,?,3%,1%,0%
CCCNC(=O)NC(=O)COC(=O)c1ccc(OC)c(S(=O)(=O)N2CCCc3ccccc32)c1,0%,-37%,-5%,-12%,17%,-2%,-2,5%,4%,3%,1%
NC(=O)c1ccccc1NC(=O)c1ccccc1S(=O)(=O)c1ccccc1[N+](=O)[O-],2%,-27%,-13%,-3%,-12%,0%,7,14%,-2%,3%,-8%
Cc1ccc(C(=O)NCC(=O)OC(C)C(=O)NCCC2=CCCCC2)cc1C (centres undefined),-3%,3%,11%,2%,15%,6%,-4,16%,-1%,-3%,2%
CCCc1cc(C(=O)Nc2cccnc2Cl)no1,1%,0%,-13%,?,15%,?,-6,9%,27%,-2%,1%
COc1ccc(OC)c(S(=O)(=O)N2CCC(C(=O)N(C)Cc3ccccc3)CC2)c1,-11%,0%,/,0%,-2%,-6%,15,6%,0%,3%,1%
CCc1nc(C)cn1S(=O)(=O)c1cc(OC)c(C)cc1C,5%,0%,9%,4%,-2%,0%,-6,9%,-10%,2%,1%
COc1ccccc1CNC(=O)CNC(=O)[C@@H]1Cc2ccccc2CN1,?,-12%,/,2%,0%,5%,16,-14%,1%,/,3%
CCOCc1nnc(NC(=O)C2CC(=O)N(CCc3ccc(F)cc3)C2)s1 (centres undefined),2%,3%,-5%,1%,23%,4%,5,-8%,-1%,1%,1%

# Some of the entries so far, with two lines to a compound.
# Below each SMILES – Gal4-VP16 FLuc, BRCA1 expr up, Menin-MLL TR inh, FLuc modulator, p53 reactivation, ELG1 genotox, Giardia killer, RORgamma inh, Rab9 prom act, PKM2 activator, NPC1 promoter act
- COC(=O)C1CC(O)CN1C(=O)Nc1ccccc1 (centres undefined)
    1%, 7%, 13%, 2%, 3%, -3%, -20, 19%, 3%, 5%, 0%
- CC(C)OC(=O)Cn1nc(C(c2ccccc2)c2ccccc2)oc1=O
    -2%, 3%, ?, -1%, /, -6%, 9, -8%[1.91 µM], -3%, 5%, 1%
- Cc1oc(CC(C)C)c(CN2CCCC2)c1C(=O)O
    -1%, 0%, -7%, 4%, 2%, 0%, -10, -12%, 4%, -4%, -2%
- COc1ccc(CCNC(=O)C2CCN(C(=O)c3ccccc3)CC2)cc1
    -3%, 0%, 8%, -2%, -12%, -4%, -17, 9%, 2%, -1%[11.5 µM], -2%

# (list continues)
SMILES,Gal4-VP16 FLuc,BRCA1 expr up,Menin-MLL TR inh,FLuc modulator,p53 reactivation,ELG1 genotox,Giardia killer,RORgamma inh,Rab9 prom act,PKM2 activator,NPC1 promoter act
Oc1ccc(Br)cc1-c1cc(-c2ccccc2F)[nH]n1,3.5µM*,-79%,?,-2%[2.3 µM],28%,0%,8,1.8µM*,-1%,0%,-5%
CC1CCCC(C)N1C(=O)c1ccc(S(=O)(=O)N2CCCC2)cc1 (centres undefined),/,1%,/,0%,-4%,-1%,24,/,-3%,/,-1%
Cc1ccc(S(=O)(=O)N2CCOCC2)cc1C(=O)OCC(=O)c1ccc[nH]1,/,-21%,/,1%,-1%,0%,-5,/,-1%,/,-2%
COc1cccc(NC(=O)CN2CCN(S(=O)(=O)c3ccc(F)cc3)CC2)c1,-6%,-8%,/,-2%,-4%,-2%,-4,-5%,-8%,-5%,-1%
Cc1ccccc1NC(=O)COC(=O)c1ccc(CSc2ccc(Cl)cc2)cc1,?,-9%,?,-1%,4%,10%,0,?,11%,-3%,7%
COc1cc(C2C(C(=O)C(C)(C)C)=C(O)C(=O)N2Cc2ccccc2)ccc1O (centres undefined),-1%,0%,-15%,0%,4%,0%,-24,6%,3%,-1%,2%
COc1ccccc1CNS(=O)(=O)c1ccc2c(c1)oc(=O)n2C,6%,-10%,0%,-1%,-2%,0%,7,32%,-7%,?,1%
C=Cc1ccc(CSc2cc(C)nc3nc(C)nn23)cc1,1%,-3%,/,2%,-4%,0%,-8,-9%,-9%,3%,-4%
S=C(NCc1cccnc1)Nc1ccc(Cl)c(Cl)c1,?,-17%,?,-1%,2%,-8%,-5,?,4%,9%,1%
CCOC(=O)c1oc2ccccc2c1COC(=O)CNC(=O)c1ccccc1OC,/,3%,/,-8%,9%,1%,-4,/,1%,/,4%
C=CCNc1nc(N)c(C(=O)c2ccc3c(c2)OCO3)s1,-15%,42%,11%,?,?,1%,-30,29%,?,0%,28%
COC(=O)c1ccc(Nc2nc3ccc(C)cc3n3cnnc23)cc1,-25%,57%,-6%,?,8%,?,23,-35%,23%,/,26%
CCCn1c(N)c(N(CCOC)C(=O)c2ccc([N+](=O)[O-])cc2Cl)c(=O)[nH]c1=O,6%,-4%,-13%,1%,1%,-2%,-22,-26%,8%,1%,1%
CCC(C)(C)NC(=O)C(c1ccc(C)o1)N(Cc1cccs1)C(=O)Cn1nnc2ccccc21 (centres undefined),0%,-7%,-1%,7%,3%,-3%,-17,29%,1%,6%,-11%
